Screening data deposited in PubChem BioAssay by National Center for Advancing Translational Sciences (NCATS).
aSyn yeast inh: inhibitors of alpha-synuclein toxicity in yeast | Potency, µM (titrated, usually from 46.1 µM), for the others: at the top dose growth rescue (activation), actives largely listed as activators | Yeast expressing alpha-synuclein, growth rescue, BacTiter-Glo, 24 h | AID 652106 | actives 0.14% (n = 370,000); note: potency is the fitted concentration of half-maximal effect; % of control where 0% means no effect; nearly all actives have a fitted effect of over 65% in size
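Screening used galactose-induced yeast with toxic alpha-synuclein levels, exposed to compound for 24 hr at 30 deg C. Cell growth, read with BacTiter-Glo luminescence, gave the measured signal.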
D3 ag: activates the human D3 dopamine receptor; P35462; D3R DiscoveRx beta-arrestin cells, luminescence, 90 min; max activation, %; actives 0.58% (n = 410,000); in the data active = max activation above about 30%; note: 0% is about no effect; mostly tested at two doses, the higher about 12 µM
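Agonist-mode cell screen: cells plated at 1500/well and incubated overnight at 37 °C, then exposed to library compounds for 90 min at 37 °C. Detection reagent was added for 30–60 min at room temperature, and luminescence was read.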
GLP-1R agonist: GLP-1 receptor (human) agonism; Potency, µM (highest dose often 45.6 µM), for the others: at the top dose activation, hits mostly activators; AID 624172; P43220; HEK293 GLP-1R CRE-luciferase, luminescence, 4-6 h; cells express a hypersensitive GLP-1R form; actives 0.007% (n = 380,000); note: potency is the fitted concentration of half-maximal effect; % of control where 0% means no effect
Target sequence (P43220 whole entry, looked up): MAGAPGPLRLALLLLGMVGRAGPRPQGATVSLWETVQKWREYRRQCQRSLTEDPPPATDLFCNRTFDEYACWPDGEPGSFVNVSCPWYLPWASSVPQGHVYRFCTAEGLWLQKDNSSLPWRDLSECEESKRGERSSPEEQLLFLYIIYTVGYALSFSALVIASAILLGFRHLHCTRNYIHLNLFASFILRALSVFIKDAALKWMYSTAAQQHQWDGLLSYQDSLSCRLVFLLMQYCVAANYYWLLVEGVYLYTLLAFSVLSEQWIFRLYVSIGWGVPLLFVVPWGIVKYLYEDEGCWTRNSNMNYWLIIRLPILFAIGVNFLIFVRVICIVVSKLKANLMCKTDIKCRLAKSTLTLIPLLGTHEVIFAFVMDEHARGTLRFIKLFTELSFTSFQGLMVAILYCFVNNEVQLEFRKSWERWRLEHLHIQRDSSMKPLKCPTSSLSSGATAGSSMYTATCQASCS
GLP1R inv ag: acts as inverse agonist at human GLP-1 receptor; P43220; HEK293 GLP-1R CRE-luciferase, luminescence, 24 h; GLP-1R form is constitutively active; Potency, µM (series often up to 38.3 µM), for the others: top-dose activity change, negative = inhibition, hits mostly inhibitors; actives 1.6% (n = 410,000); AID 624417; note: potency is the fitted concentration of half-maximal effect; % is set by controls: 0 for no effect and ±100 for the full control effect; nearly all actives have a fitted effect of over 55% in size
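Seeding at 200 cells/uL, 12 h culture, 24 hr compound treatment, then luciferase reagent and a luminescence read; cells are HEK293 stably expressing a constitutively active GLP-1R plus cAMP-responsive luciferase.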
KB-V1 cytotox: KB-V1 MDR subline cytotoxicity; Potency, µM (titrated, usually from 46.1 µM), without a hit: top-dose activity change, negative = cytotoxicity, hits mostly cytotoxic; actives 3.4% (n = 400,000); AID 1347076; KB-V1 MDR cells viability, CellTiter-Glo, 72 h; note: potency is the fitted concentration of half-maximal effect; % is set by controls: 0 for no effect and ±100 for the full control effect; nearly all actives have a fitted effect of over 60% in size
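In this primary screen, KB-V1 cells overexpressing P-gp are incubated with library compounds (lowest to highest concentration) for 72 h at 37 degrees C before a luminescent ATP viability read.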
DRD3 antagonist: antagonists of human D3 dopamine receptor; AID 652054; P35462; D3R cells, DiscoveRx beta-arrestin luminescence, antagonist mode; active compounds read low; max response, negative = inhibition, %; actives 2.5% (n = 360,000); in the data active = max response below about -50%; inconclusive = no clear call, values can overlap the other calls; note: % is set by controls: 0 for no effect and ±100 for the full control effect; mostly tested at two doses, the higher about 12 µM
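Cells expressing the human receptor were seeded at 1500 cells/well, incubated overnight at 37 degrees C in 5% CO2, then exposed to library compounds with dopamine controls for 90 minutes at 37 degrees C before luminescent detection.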
PTHR1 ag: activates the human parathyroid hormone receptor PTHR1 | HEK293 GP2 PTHR1 cells, GloSensor cAMP luminescence, 1 h | Potency, µM (top dose mostly 115 µM), for the others: top-dose activation, hits mostly activators | actives 0.075% (n = 410,000) | AID 743266; note: potency is the fitted concentration of half-maximal effect; nearly all actives have a fitted effect of over 55% in size; some results filed as inactive show a strong effect at the top dose; inactives centre near -15; many of its hits are not listed in these tables
Target sequence (Q03431 whole entry, looked up): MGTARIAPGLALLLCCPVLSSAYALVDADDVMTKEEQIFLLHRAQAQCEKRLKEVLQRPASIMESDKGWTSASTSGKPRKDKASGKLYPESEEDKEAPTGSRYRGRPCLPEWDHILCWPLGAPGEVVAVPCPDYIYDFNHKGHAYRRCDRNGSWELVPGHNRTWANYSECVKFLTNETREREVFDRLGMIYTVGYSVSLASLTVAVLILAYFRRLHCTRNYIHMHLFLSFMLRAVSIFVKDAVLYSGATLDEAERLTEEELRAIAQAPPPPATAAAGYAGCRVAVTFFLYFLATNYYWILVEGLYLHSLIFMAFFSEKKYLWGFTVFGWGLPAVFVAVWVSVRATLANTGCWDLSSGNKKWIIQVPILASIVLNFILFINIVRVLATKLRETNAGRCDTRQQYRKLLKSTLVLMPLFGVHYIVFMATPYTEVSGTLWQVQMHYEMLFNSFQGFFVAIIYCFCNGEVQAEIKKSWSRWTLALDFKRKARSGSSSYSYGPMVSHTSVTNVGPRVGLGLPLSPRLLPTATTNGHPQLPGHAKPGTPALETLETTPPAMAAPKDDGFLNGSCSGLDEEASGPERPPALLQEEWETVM
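HEK-293-derived GP2 cells expressing PTHR1 and a GloSensor cAMP reporter, 3,000/well, plated overnight, given luciferin plus IBMX (each 0.5 mM as added) for 1 h at 37 °C, then compound for 1 h at 37 °C. Luminescence was read after 15 min at room temperature.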
HEK293 tox: cytotoxic in the GLP-1 receptor inverse agonist counter-screen | HEK293 cAMP-luciferase reporter cells, luminescence, 24 h | Potency, µM (highest dose often 38.3 µM), for the others: top-dose activity change, negative = inhibition, hits mostly inhibitors | actives 0.13% (n = 410,000) | AID 624418;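 note: loss of luciferase light is scored as toxicity; potency is the fitted concentration of half-maximal effect; % is set by controls: 0 for no effect and ±100 for the full control effect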
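Step one: seed cells (200 cells/uL, DMEM with 10% Nu serum, 1% pen-strep). Step two: 12-hour incubation at 37 deg C. Step three: pin 23 nL compound, incubate 24 hr. Step four: add luciferase reagent, read luminescence 12 min later.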
TDP43 rescue: rescues yeast growth from TDP-43 toxicity; TDP-43 expressing yeast growth rescue, BacTiter-Glo, 24 h; Potency, µM (top dose mostly 46.1 µM), inactives show top-dose growth rescue (activation), most hits filed as activators; actives 1.8% (n = 410,000); AID 652104; note: potency is the fitted concentration of half-maximal effect; % of control where 0% means no effect; nearly all actives have a fitted effect of over 50% in size
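Yeast expressing TDP-43 (pregrown in raffinose, seeded at OD600=0.02 in galactose medium) exposed to compounds 24 hr at 30 deg C. Growth read by BacTiter-Glo luminescence; rescue of toxicity appears as increased signal.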
* hit, by the source's call; i = inactive; ? = inconclusive; nt = not tested or not shown; [ ] = remark or other dose. Unless noted, calls come from the whole dose curve; as a rule, active = well fitted curve in the direction sought with a large enough effect; inconclusive = small, poorly fitted or top-dose-only effect, or another doubt; inactive = no such curve, though single readings can be large; an effect the other way counts as inactive or inconclusive. Only part of the results is shown (hit frequency here may not be typical).

SMILES | aSyn yeast inh | D3 ag | GLP-1R agonist | GLP1R inv ag | KB-V1 cytotox | DRD3 antagonist | PTHR1 ag | HEK293 tox | TDP43 rescue
CC(=O)c1cccc(NS(=O)(=O)c2csc(C(N)=O)c2)c1 | 11% | 1 | -4% | 12% | ? | 27 | -24% | 3% | 30%
COc1ccc(Cc2nnc(NC(=O)C3CC(=O)N(c4ccc(OC)cc4)C3)s2)cc1 (stereo not given) | -6% | 7 | 1% | 0% | -1% | 1 | i | -3% | -3%
COc1ccc(Cl)cc1NC(=O)NCC1CCN(Cc2cc(C)ccc2C)CC1 | -3% | -1 | -8% | ? | 23µM* | -85* | -25% | ? | 19%
CCO[C@@H]1OC(C(=O)NC2CC2)=C[C@H](c2csc3ccccc23)[C@H]1CCCO | -8% | 15 | -2% | -23% | -14% | 22 | i | 6% | 1%
Cc1cc(N2CCN(C)CC2)nc2ccc(NC(=S)N3CCCCC3)cc12 | 3% | -9 | 19% | 10µM* | -8% | ? | i | -22% | -19%
CCC(CC)NC(=O)c1ccc2nc[nH]c2c1 | -1% | -11 | -18% | 15% | 22% | ? | ? | 7% | -24%
Cc1ccc(NC(=O)Cc2nnc(SCC(=O)NC3CCCC3)n2C)cc1 | 0% | 4 | 6% | -2% | ? | 3 | -15% | -6% | -19%
COc1cc2c(cc1OC)C(SC)=NC(C)(C)C2 | 1% | -16 | -4% | 36%[activator] | -1% | ? | -46%[inhibitor][57.5 µM] | -2% | -16%
COC(=O)c1c(NC(=O)COC(=O)c2ccccc2O)sc2c1CCCCC2 | 1% | 5 | 7% | -6% | ? | 6 | i | -4% | 7%
O=C(NC1CCCCC1)NC1CC2CCC(C1)N2Cc1nnnn1Cc1ccc2c(c1)OCO2 (stereo not given) | 0% | 3 | -1% | -18% | -15% | 8 | -8%[57.5 µM] | -1% | -3%
COc1c(S(=O)(=O)N2CCN(C(=O)c3ccco3)CC2)ccc(Cl)c1Cl | 17% | 7 | -4% | 8% | -9% | 1 | 4% | -3% | 13µM*
CNC(=O)N(O)C1N(/N=C/c2ccccc2F)C(=S)SC1(C)C (stereo not given) | -2% | -4 | -1% | 6% | -7% | -8 | -17% | 30% | -10%
CC(C)Cn1cc(NC(=O)N2CCN(c3ccc(F)cc3)CC2)c2ccccc2c1=O | 3% | -8 | -5% | -15% | 0% | nt | -10% | 6% | 26%
Cc1cc(C)cc(NC(=O)c2cccc(NC3=NC4CS(=O)(=O)CC4S3)c2)c1 (stereo not given) | -2% | 2 | 4% | -10% | 24% | -3 | i | 0% | 14%
COc1c(C)cc(C(=O)C2CCCN(C(=O)c3cc4nc(C)cc(C)n4n3)C2)cc1C (stereo not given) | 0% | 6 | 1% | 7% | 15% | 15 | i | -25% | 20%
CCN(CC(=O)NC(C)C)C(=O)C(CCSC)NC(=O)c1cccc(C)c1 (stereo not given) | -1% | -6 | 3% | -7% | 23µM* | -24 | 15%[57.5 µM] | -4% | -5%
CCn1cc(CNC(=O)/C=C/c2ccc([N+](=O)[O-])cc2)c(C)n1 | 2% | -12 | -13% | 3% | -5% | -10 | -5%[57.5 µM] | -19% | -13%
CCC(c1nnc(SCC(=O)NC23CC4CC(CC(C4)C2)C3)o1)N(C)C (stereo not given) | -8% | 7 | -9% | -13% | -1% | 2 | i | 11% | 9%
COc1cccc(CN(C)C(=O)c2cccc(OC3CCN(C4CCCC4)CC3)c2)c1 | 0% | -6 | 7% | -25% | -24% | 6 | i | 2% | 4%
O=C1/C(=C/C=C/c2ccco2)SC(=S)N1c1ccc(O)cc1 | 21% | 0 | -2% | 26% | -16% | -26 | i | -26% | 11µM*
O=C(C1CCC(=O)N(C2CC2)C1)N1CCN(c2cccc(Cl)c2)CC1 (stereo not given) | 8% | 9 | -8% | -12% | 12% | 5 | i | 11% | 13%
Cc1ccc(S(=O)(=O)N2CCOC23CCN(C(=O)c2cc(Cl)ccc2Cl)CC3)cc1 | 9% | -8 | -1% | ? | -12% | -11 | -36%[inhibitor] | 5% | ?
O=C(CSC1=Nc2ccccc2C2CC=NN12)NCc1ccco1 (stereo not given) | 0% | -9 | 23% | -37% | ? | ? | -10% | -17% | -8%
O=C(CSc1nc2scc(-c3cccs3)c2c(=O)n1CCc1ccccc1)N1CCCC1 | 0% | 8 | -5% | 7% | 7% | 3 | -50%[inhibitor] | -4% | 19%
Cc1ccc(S(=O)(=O)N2CCCN(C(C)c3nc4ccccc4c(=O)[nH]3)CC2)cc1 (stereo not given) | 4% | -1 | -2% | -14% | -19% | -4 | i | 6% | 5%
O=C(CSc1ccccc1)N1CCN(C(=O)c2ccco2)CC1 | 2% | -12 | 0% | 12% | -10% | 13 | i | 8% | 15%
COc1cccc(NC(=O)CN2C(=O)COc3ccc(Cl)cc32)c1 | 7% | 6 | 2% | 0% | 10% | -15 | i | -10% | 20%
Cc1ccc2occ(-c3cc(-c4ccc(F)cc4)nc4c3COc3ccc(F)cc3-4)c(=O)c2c1 | nt | 3 | -1% | -8% | 0% | nt | -15% | 7% | 13%
Fc1ccccc1OCCCN1CCOCC1 | 1% | -61 | 0% | 106%[activator] | 17% | ? | i | 27% | -20%
CN1CC[C@]23c4ccccc4N[C@H]1[C@]21CCN(C)[C@H]3Nc2ccccc21 | -4% | 15 | 7% | 4% | -24% | 0 | i | 4% | 21%
CSCCC(NC(=O)c1ccco1)C(=O)NCCc1ccc(F)cc1 (stereo not given) | -3% | 1 | 6% | 2% | -13% | -13 | i | 1% | 1%
CNc1snc(C)c1C(=O)OCC(=O)NCc1ccccc1OC | 7% | 1 | -5% | 6% | -11% | 24 | -26% | 5% | 11%
Cc1nc2ccccc2c(=O)n1/N=C/c1ccc2ccccc2c1O | -1% | 13 | -2% | ? | -21% | 2 | -61%[inhibitor] | 19% | -12%
CCCCOC(=O)C1C2C=C[C@]3(CN(C(C)c4ccc(OC)cc4)C(=O)[C@H]13)O2 (stereo not given in full) | 0% | -4 | -2% | 3% | -12% | -25 | -15%[57.5 µM] | -13% | 9%
COC(=O)N(C)C[C@H]1OCc2cnnn2CCCC(=O)N([C@@H](C)CO)C[C@H]1C | 0% | 4 | -4% | 12% | 13% | 22 | -19% | -7% | 20%
COc1ccc(Nc2nc(N)nc(CSc3nc(C)cc(C)n3)n2)cc1 | -1% | -11 | 26% | 96%[activator] | ? | -61* | i | 5% | 8%
OCCNc1nc(Nc2ccccc2)nc(Nc2ccccc2)n1 | -10% | 5 | 20% | ? | 7% | -19 | i | 3% | -14%
CC(=O)N1CCN(C(=O)c2ccc(Cl)c(S(=O)(=O)N3CC(C)OC(C)C3)c2)CC1 (stereo not given) | 3% | -1 | 2% | -13% | 21% | 8 | i | 0% | 7%
N/C(=N\S(=O)(=O)c1cc(C(F)(F)F)cc(C(F)(F)F)c1)c1ccncc1 | -1% | -2 | 22% | 0% | -22% | 11 | i | -10% | -10%
Cc1cc(C)n2ncc(C(=O)Nc3cccc(O)c3)c2n1 | 4% | 2 | 5% | 53%[activator] | 12% | -6 | -2% | -4% | -12%
Cc1ccc(C(C(=O)NC(C)(C)C)N(C(=O)c2csnn2)c2ccccc2F)o1 (stereo not given) | -3% | -1 | 6% | -3% | -17% | ? | i | 3% | 21%
Cc1ccc(F)cc1C(=O)N1CCCCC1c1cc(C(=O)Nc2ccccc2)no1 (stereo not given) | 12% | 3 | -3% | -18% | 3% | 9 | -5% | 3% | 0%
COc1cccc(NC(=O)c2ccc(-n3cnnn3)cc2)c1 | 2% | 4 | 1% | -6% | 14% | 7 | i | -5% | 12%

3 entries from above, sorted by formula weight, largest number first:
SMILES | aSyn yeast inh | D3 ag | GLP-1R agonist | GLP1R inv ag | KB-V1 cytotox | DRD3 antagonist | PTHR1 ag | HEK293 tox | TDP43 rescue
O=C(CSc1nc2scc(-c3cccs3)c2c(=O)n1CCc1ccccc1)N1CCCC1 | 0% | 8 | -5% | 7% | 7% | 3 | -50%[inhibitor] | -4% | 19%
Cc1ccc(S(=O)(=O)N2CCCN(C(C)c3nc4ccccc4c(=O)[nH]3)CC2)cc1 (stereo not given) | 4% | -1 | -2% | -14% | -19% | -4 | i | 6% | 5%
CC(C)Cn1cc(NC(=O)N2CCN(c3ccc(F)cc3)CC2)c2ccccc2c1=O | 3% | -8 | -5% | -15% | 0% | nt | -10% | 6% | 26%

One compound at a time, from the list above. Order of screens: aSyn yeast inh, D3 ag, GLP-1R agonist, GLP1R inv ag, KB-V1 cytotox, DRD3 antagonist, PTHR1 ag, HEK293 tox, TDP43 rescue
`COC(=O)N(C)C[C@H]1OCc2cnnn2CCCC(=O)N([C@@H](C)CO)C[C@H]1C` is listed with 0%, 4, -4%, 12%, 13%, 22, -19%, -7%, 20%
`CSCCC(NC(=O)c1ccco1)C(=O)NCCc1ccc(F)cc1` (stereo not given) is listed with -3%, 1, 6%, 2%, -13%, -13, i, 1%, 1%
`Cc1ccc(C(C(=O)NC(C)(C)C)N(C(=O)c2csnn2)c2ccccc2F)o1` (stereo not given) is listed with -3%, -1, 6%, -3%, -17%, ?, i, 3%, 21%
